# Screens deposited in PubChem BioAssay by The Scripps Research Institute Molecular Screening Center.
# V1aR counter: agonists of human V1a receptor, primary screen, counter-screen for OXTR agonist project, fluorescence, CHO-V1R cells. Fluo-8 calcium fluorescence, agonist mode; 0% DMSO, 100% 3 nM vasopressin. Vasopressin V1a receptor (Homo sapiens), P37288. actives 0.25% (n = 320,000). AID 2797, 2010. activation, % at 3 µM;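 active = activation above the mean activation of all tested compounds plus 3 SD, per screening run, cut at about 20% in these data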;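 also: signal is peak over basal fluorescence ratio across a 100 second FLIPR read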
# M1 PAM: human M1 muscarinic receptor positive allosteric modulators, primary screen, CHO-K1 cells, Fluo-8 calcium fluorescence, 1536-well. AID 588819, 2011. CHO-K1 hM1, ACh EC20; 0% = ACh EC20, 100% = maximal ACh. activation, % at 3 µM. actives 0.088% (n = 360,000). Muscarinic acetylcholine receptor M1 (Homo sapiens), P11229; in the data active = activation above about 19%, passing the limit was not always enough
# Target sequence (P11229 whole entry, looked up): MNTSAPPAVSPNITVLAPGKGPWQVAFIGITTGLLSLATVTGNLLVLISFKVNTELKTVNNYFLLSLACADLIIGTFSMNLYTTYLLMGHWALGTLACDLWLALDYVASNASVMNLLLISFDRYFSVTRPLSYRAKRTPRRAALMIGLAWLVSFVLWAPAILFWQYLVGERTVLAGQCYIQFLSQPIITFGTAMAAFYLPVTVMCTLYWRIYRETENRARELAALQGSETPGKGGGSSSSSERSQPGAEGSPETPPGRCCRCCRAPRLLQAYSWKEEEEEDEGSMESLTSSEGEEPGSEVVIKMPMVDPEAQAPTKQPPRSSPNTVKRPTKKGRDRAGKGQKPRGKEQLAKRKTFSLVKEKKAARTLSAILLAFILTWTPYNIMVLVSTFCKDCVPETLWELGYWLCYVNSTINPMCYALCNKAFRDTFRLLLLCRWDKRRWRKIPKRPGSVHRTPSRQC
# M1 ag: human M1 muscarinic receptor agonists, primary screen, Fluo-8 calcium fluorescence, CHO-K1 cells, HTS; activation, % at 3 µM; actives 0.33% (n = 360,000); CHO-K1 hM1, agonist mode; 0% DMSO, 100% acetylcholine EC100; AID 588814, 2011;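 active = activation above the run's mean compound activation plus 3 SD, cut at about 16% in these data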;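 also: peak over basal fluorescence ratio within a 140 s kinetic read after compound addition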
# CHRM1 antagonist: human M1 muscarinic receptor antagonists, primary screen, CHO-K1 cells, Fluo-8 calcium fluorescence, 1536-well | Muscarinic acetylcholine receptor M1 (Homo sapiens), P11229 | CHO-K1 hM1, ACh EC80 antagonist | inhibition, % at 3 µM | actives 1.3% (n = 360,000) | AID 588852, 2011;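 active = percent inhibition above its own plate's cutoff, namely the mean of that plate's compound wells plus 3 SD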;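 also: peak over basal fluorescence ratio during 140 s after agonist addition; 0% = ACh EC80 plus DMSO and 100% = DMSO alone without agonist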
# OXTR ag: human OXTR agonists, primary screen, fluorescence, CHO-OTR cells, Fluo-8 calcium; AID 2435, 2010; activation, % at 3 µM; actives 0.32% (n = 320,000); Fluo-8 calcium fluorescence; normalized: DMSO 0%, oxytocin 100%; Oxytocin receptor (Homo sapiens), P30559;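 active = activation above the mean of all tested compounds plus 3 SD, cutoff set per screening run, cut at about 20% in these data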;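 also: peak over basal fluorescence ratio from a 100 s FLIPR kinetic read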
# Target sequence (P30559 whole entry, looked up): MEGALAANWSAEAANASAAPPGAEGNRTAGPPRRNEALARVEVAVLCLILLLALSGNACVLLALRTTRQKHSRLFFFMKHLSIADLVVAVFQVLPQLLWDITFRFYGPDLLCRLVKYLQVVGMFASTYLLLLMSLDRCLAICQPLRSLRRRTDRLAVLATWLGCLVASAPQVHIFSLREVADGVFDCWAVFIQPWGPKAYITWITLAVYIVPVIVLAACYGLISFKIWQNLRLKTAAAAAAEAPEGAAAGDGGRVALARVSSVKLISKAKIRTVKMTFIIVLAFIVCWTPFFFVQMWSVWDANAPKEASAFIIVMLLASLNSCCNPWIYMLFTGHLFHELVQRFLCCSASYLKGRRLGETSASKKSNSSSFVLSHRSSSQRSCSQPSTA
# CHO parental Ca: ATP-evoked calcium signal inhibitors, parental CHO, primary screen, counter-screen for OX1R antagonist project, cell-based, fluorescence, Fluo-8 calcium dye; parental CHO-K1, ATP-induced calcium, Fluo-8 fluorescence; inhibition, % at 5.6 µM; actives 0.63% (n = 330,000);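 active = inhibition above that plate's mean sample inhibition plus 3 SD, cut at about 26% in these data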;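 also: 0% = ATP-challenged DMSO wells and 100% = DMSO wells without ATP; some compounds past the cut are filed as inactive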
#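 Measured by: calcium-sensitive Fluo-8 fluorescence / Test system: CHO parental line / Controls: ATP-challenged DMSO wells low, unchallenged DMSO wells high / Measure: % inhibition / Compound: single nominal dose of 5.6 µM per compound / Replicates: single well per compound, no replicates / Reagent: ATP as calcium-mobilizing challenge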
# OXTR potentiate: human OXTR potentiators, primary screen, fluorescence, CHO-OTR cells, Fluo-8 calcium | actives 0.061% (n = 320,000) | activation, % at 3 µM | Fluo-8 calcium fluorescence, potentiator mode; 0% = oxytocin EC15, 100% = EC100 | Oxytocin receptor (Homo sapiens), P30559;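 active = activation above that plate's cutoff, the mean activation of tested compounds plus 3 SD, cut at about 6.6% in these data, passing the limit was not always enough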;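 also: 100% uses oxytocin at 75 nM as the full agonist control; some results filed as inactive read as strong as hits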
#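 Dosing: Single dose, 3.0 µM nominal final compound concentration | Material: Human OTR in CHO cells | Technique: Kinetic Fluo-8 calcium fluorescence | Benchmarks: EC15 oxytocin alone as 0%, 75 nM oxytocin as 100% | Probe or stimulus: Oxytocin at about EC15, sub-maximal agonist stimulus | Incubation: Compound 6 min at room temperature before oxytocin, 100 s read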
# TAAR1 ag: human TAAR1 agonists, primary screen, Fluo-8 calcium fluorescence, CHO RD-HGA16 cells; Trace amine-associated receptor 1 (Homo sapiens), Q96RJ0; actives 0.99% (n = 360,000); activation, % at 3 µM; vehicle wells 0%, saturating PEA agonist 100%;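 active = activation above the mean activation of all test compounds in the run plus 3 SD, cut at about 38% in these data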
#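 Test system: RD-HGA16 (CHO) cells co-expressing Gα16 and hTAAR1; dosing: one-point dosing at 3 µM (nominal); timing: 17-24 h seeding, 75 min 37 °C dye, 30 min RT; signal: kinetic Fluo-8 calcium fluorescence; read-out basis: % activation relative to PEA EC100 response; controls: DMSO and PEA EC100; replicates: n 1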
# TAAR1 antag: human TAAR1 antagonists, primary screen, Fluo-8 calcium fluorescence, CHO RD-HGA16 cells. Trace amine-associated receptor 1 (Homo sapiens), Q96RJ0. antagonist. inhibition, % at 3 µM. actives 1.5% (n = 360,000);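 active = inhibition above a per-plate cutoff, the mean inhibition of test compounds on that plate plus 3 SD, cut at about 49% in these data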;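 also: 0% = DMSO plus EC80 beta-PEA response and 100% = DMSO alone without agonist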
#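 Material: RD-HGA16 CHO cells with stable hTAAR1 and Gα16; Dosing: single nominal final test compound concentration of 3 µM; Schedule: seeding 17-24 h prior, 75-min 37 °C, 30-min RT dye loading; Detection: kinetic Fluo-8 calcium fluorescence measurement; Measure: % inhibition from peak post-agonist over basal fluorescence ratio; Benchmarks: vehicle and agonist controls.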
# Numbers without * were called inactive; / = not tested or not shown; & = joins results of further samples.
SMILES,V1aR counter,M1 PAM,M1 ag,CHRM1 antagonist,OXTR ag,CHO parental Ca,OXTR potentiate,TAAR1 ag,TAAR1 antag
O=C(Nc1ccc(Cl)c(C(F)(F)F)c1)[C@@H]1CC=C[C@@H]2CCN(Cc3ccccc3)C(=O)[C@@H]21,-0.5,7,-2,-12,-1.2,-21,-11,1,6
O=C(c1ccncc1)N1CCN(S(=O)(=O)c2cccc(F)c2)CC1,-0.3,1,-4,-1,1.1,8,-2,0,-13
CCOc1ccccc1NC(=O)COC(=O)C1CC1,-0.9,8,1,-7,-0.4,-10,-11,1,-1
CCCOc1ccc(N2C(=O)CC(N(CCCO)C(=O)CC)C2=O)cc1 (configuration not stated),-0.7,-2,-2,2,-1.2,-12,-4,-1,-4
CCCCOc1ccc(C(=O)NCC(=O)NCC(c2ccc(F)cc2)N2CCOCC2)cc1 (configuration not stated),-1.2,0,-4,-9,-2.4,-24,-4,-2,1
COc1ccc(/C=C/C(=O)NC(=S)Nc2ccccc2C(=O)NC2CCCCC2)cc1,0.5,5,-4,-13,-1.2,-22,1,0,-23
C/C(=N/Nc1ccccc1[N+](=O)[O-])c1ccc(C)c([N+](=O)[O-])c1,/,8,-3,-11,/,/,/,5,-7
CN(N=O)c1ccc(C=C2C=Cc3ccccc32)cc1,/,-8,-4,7,/,/,/,0,18
COc1ccc(N2CCN(C(=O)c3oc4ccccc4c3C)CC2)cc1,-0.8,-1,-5,0,-2.1,-2,5,-2,2
CN(C)c1ccc(C(C(=O)NCC2CCCO2)N(Cc2ccco2)C(=O)c2snc(C(N)=O)c2N)cc1 (configuration not stated),1.7,-10,-1,20,-0.2,-3,-22,20,67*
Cc1cccc(-n2cnc3cc(C(=O)NCC4CCCO4)ccc32)c1 (configuration not stated),/,-3,-4,2,/,/,/,1,14
CCOC(=O)N1CCN(C(=O)c2ccc3nc(N4CCCCC4)sc3c2)CC1,0.0,11,-3,-12,-1.6,-10,-7,0,-3
Nc1nc(-c2ccccc2)c(-c2ccccc2)o1,1.8,4,-1,-9,-1.2,-6,-9,-1,-1
Cc1cnc(C(=O)Nc2ccccc2C(=O)N2CCOCC2)cn1,0.4,-6,0,12,1.0,-7,-2,12,3
CCCCn1c(N)c(N(CCOC)C(=O)CN(C)CC(=O)Nc2ccc(Cl)c(Cl)c2)c(=O)[nH]c1=O,0.6,11,-5,-4,1.6,-11,-1,3,-1
COc1ccc(-c2nnc(SCC(=O)N3CCCC3=O)n2N)cc1OC,0.9,8,-1,-9,1.9,-5,4,7,-2
CC(C)NS(=O)(=O)c1ccc2c(c1)NCC2,-0.1,0,-6,1,-0.3,4,-6,6,-8
CN(Cc1ccccc1)C(=O)CN1CCN(S(=O)(=O)c2ccccc2F)CC1,/,5,-3,-17,/,/,/,1,-5
COc1ccc(CN2C(=O)c3ccccc3C2C(=O)NCC2CCCO2)c(OC)c1 (configuration not stated),-0.3,6,-3,-22,1.1,-20,2,4,-9
Cc1ccc(NC(=O)C(C)NC(=O)OCc2ccccc2)cc1C (configuration not stated),-1.4,9,-7,-17,-0.1,-12,-2,-2,-17
COc1ccc(C(C)=O)cc1CSc1nnc(-c2ccncc2)n1C,7.7,4,-8,-1,1.9,-3,1,2,-18
CCCCN(CCCC)C(=O)C[n+]1cccc(/C=N/O)c1,-0.2,-13,-12,6,-0.8,0,-6,-1,-2
CC(C)CC(=O)N[C@H](C(=O)N[C@H](C(=O)N[C@@H](CC(C)C)[C@@H](O)CC(=O)N[C@@H](C)C(=O)N[C@@H](CC(C)C)[C@@H](O)CC(=O)O)C(C)C)C(C)C,1.1,-24&11,-6&0,28&-38,0.4,-2,-8,3&0,-14&0
CC(C)[C@H](NC(=O)N1c2ccccc2NC(=O)[C@@H]1C(C)C)C(=O)N[C@@H](Cc1c[nH]c2ccccc12)C(=O)O,1.0,3,-3,-6,0.8,-10,-1,2,-23
Cc1ccccc1S(=O)(=O)Nc1nc2ccccc2nc1N1CCOCC1,0.1,6,-4,-9,-0.3,6,-11,9,7
CCOC(=O)Cc1csc(NC(=O)c2cc(C)on2)n1,1.0,6,-2,2,-0.3,0,-4,0,-23
CN1Cc2c(N3CCOCC3)nc(SCCC#N)c(C#N)c2CC1(C)C,0.4,2,-4,2,-0.7,-24,-1,-3,-3
COc1ccc(C(=O)NCc2ccccc2CN2CCCC2)cc1S(=O)(=O)Nc1ccc(C)cc1,1.6,-7,-8,7,1.9,-11,-9,12,-6
Cc1ccc(OCC(=O)NCCCNC(=O)c2ccc(C)nc2)cc1,0.8,7,-2,-3,0.3,4,-4,1,-9
O=C(NNc1ncnc2c1cnn2-c1ccccc1)c1ccco1,-0.1,12,-3,-22,0.2,-19,-12,2,-1
CSc1cccc(NC(=O)C2CCN(S(=O)(=O)c3cnc[nH]3)CC2)c1,0.7,2,-1,2,0.3,5,0,1,-14
COC(=O)c1c(NC(=O)CN2CCN(Cc3ccc4c(c3)OCO4)CC2)sc(C)c1C,0.1,-7,-7,-1,-1.3,-4,-1,11,-14
Cc1ccc(-n2nc3c(=O)n(CC(=O)NCCC4=CCCCC4)nc(C)c3c2C)cc1,-0.4,-2,-5,-4,-1.7,-29,-3,0,-18
O=C(Nc1ncn[nH]1)c1cc(S(=O)(=O)Nc2ccc(Cl)cc2)ccc1Cl,-0.5,4,-4,0,-0.6,-12,-3,0,-13
CCn1nnc(NC(=O)C(c2ccccc2)c2ccccc2)n1,-0.9,8,-4,-12,0.8,-20,-3,2,-33
CN(C)C(=O)c1ccc(NC(=O)c2cccnc2)cc1,1.4,-1,-2,8,0.0,5,-11,15,-14
COC(=O)CSC(=S)N1CCCC(C)C1 (configuration not stated),0.9,2,-5,-6,0.0,-15,5,4,6
CN1C(=O)/C(=C2/C=Cc3ccccc3N2CCCS(=O)(=O)O)SC1=S,-1.3,8,-4,-8,-0.9,-4,-4,16,-13
CCOC(=O)C1CCCCN1C(=O)c1ccc2nc(Cc3ccc(OC)cc3)oc2c1 (configuration not stated),0.3,0,-2,-6,-0.7,-17,-15,2,-8
CCn1c(CNC(=O)c2cccs2)nnc1SCC(=O)Nc1ccc(Cl)cc1,-1.5,4,-6,-10,-2.6,-14,-1,6,-20
O=c1[nH]c(NCc2ccco2)nnc1Cc1ccccc1Cl,-0.2,3,-1,-5,-1.8,-3,-16,12,13
Cc1cc(=O)cc(C)n1-c1ccccc1N1CCOCC1,0.0,10,-1,-3,-0.2,-6,-7,6,-6
COC(=O)c1ccc(NCc2cc(O)ccc2O)cc1O,/,-2,5,2,/,/,/,6,-5
Nc1ncc2c(n1)CC(c1ccco1)CC2=O (configuration not stated),0.9,16,3,-32,0.5,-10,-11,6,-23
CCOC(=O)N1CCN(C(=O)C2CCCN(S(=O)(=O)c3ccc(OCC)cc3)C2)CC1 (configuration not stated),0.0,2,-3,-5,-0.7,-14,6,-1,-18
Cc1ccc(NCN2C(=O)C(=O)c3ccccc32)nc1,0.1,-2,-3,12,1.1,-3,-6,1,-7
CS(=O)(=O)Nc1ccc(C2=NN(C(=O)CCCC(=O)O)C(c3cccs3)C2)cc1 (configuration not stated),0.0,4,-3,-5,0.2,1,-15,3,-37
CCc1cccc(NC(=O)C2CCN(c3ncnc4sc(C)c(C)c34)CC2)c1,0.6,-10,-6,18,-0.7,-17,-9,9,53*
CC/C(=C\C(=O)c1ccncc1)Nc1ccc(Br)cc1,1.4,3,-2,-1,-0.9,-7,-3,2,13
CCCCCCN1C[C@@H](O)[C@H](n2cc(-c3ccc(F)cc3)nn2)C[C@@H]1c1ccc(OC)cc1,/,10,-4,-18,/,/,/,-2,-8

# Part of the list above, reduced to CHO parental Ca, CHRM1 antagonist and V1aR counter.
SMILES,CHO parental Ca,CHRM1 antagonist,V1aR counter
CCOC(=O)Cc1csc(NC(=O)c2cc(C)on2)n1,0,2,1.0
CN1Cc2c(N3CCOCC3)nc(SCCC#N)c(C#N)c2CC1(C)C,-24,2,0.4

# (listing goes on)
SMILES,V1aR counter,M1 PAM,M1 ag,CHRM1 antagonist,OXTR ag,CHO parental Ca,OXTR potentiate,TAAR1 ag,TAAR1 antag
COC(=O)c1ccc(C(=O)N2CCCCCC2(C)C(=O)NC(C)C)cc1 (configuration not stated),/,8,0,-13,/,/,/,-1,11
O=C(Nc1ccc(Cc2ccncc2)cc1)c1ccc(Cl)c([N+](=O)[O-])c1,11,-14,2,-8,10,83*,-22,12,74*
CCOc1ccc(-c2nc(CSc3nncs3)cs2)cc1OC,-0.6,6,-5,-3,-2.0,-17,3,6,11
COc1cc(C2c3cc4c(cc3OC(NNC(N)=S)C2C)OCO4)cc(OC)c1OC (configuration not stated),/,15,0,-16,/,/,/,6,-36
N#C/C(=C/c1cn(-c2ccccc2)nc1-c1cccc(OCc2ccc(F)cc2)c1)C(=O)NCCCn1ccnc1,0.6,-5,-1,-2,-0.8,7,-4,4,0
Cc1nnc(NCc2ccco2)s1,-0.3,5,-2,-2,0.3,9,-14,13,-9
COc1cccc(N(C(=O)c2ccn[nH]2)C2(C(=O)Nc3c(C)cccc3C)CCCCC2)c1,-1.2,-5,-1,12,0.2,-16,-3,6,38
O=C1OC(c2ccccc2)=N/C1=C\C=C\c1ccco1,0.0,10,0,-4,1.3,1,-2,5,4
O=C(CN1CCOCC1)Nc1ccc(NC(=O)c2ccccc2F)cc1,-0.2,14,-2,-9,-0.4,-5,-11,2,9
Cc1ccc(CCNC(=O)C2CC(c3cccc(F)c3)=NO2)cc1 (configuration not stated),-0.5,14,-4,-9,0.1,-15,-5,13,-2
Cc1c(Cl)cccc1Nc1nc(N)nc(CSCCO)n1,/,6,-3,-2,/,/,/,4,3
